E coli growth: reduces bacterial viability in AddAB counter-screen; E. coli V3065 growth, OD600 absorbance, 18 h; inhibition, % at 11.9 µM; actives 0.27% (n = 330,000); AID 449728;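 active = inhibition above the campaign's mean inhibition across all tested compounds plus 3 SD, cut at about 9.9% in these data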;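 note: uninfected addAB+ strain grown without phage in ampicillin broth; 0% = DMSO wells and 100% = ciprofloxacin 0.95 µg/ml wells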
phage Ecoli inh: E. coli growth loss with phage present; growth absorbance; inhibition, % at 11.9 µM; actives 0.26% (n = 360,000); AID 651602; in the data active = inhibition above about 11%
Tat transport: blocks Tat-dependent protein export in E. coli. E. coli MC4100 TorA-mCherry Tat export, fluorescence. inhibition, % at 10 µM. actives 0.036% (n = 340,000). AID 488895;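 active = mean replicate inhibition at least 50% and at least half of replicates individually reaching 50%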;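 note: exported cargo escapes ClpAP degradation while cytoplasmic cargo is degraded and loses fluorescence; 0% = median of neutral control wells and 100% = median of NaSCN control wells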
MOR-DOR inv ag: inverse agonists of human mu-delta opioid receptor heterodimerization; P35372+P41143; cell-based MOR-DOR heterodimer luminescence, inverse agonism; inhibition, % at 9.3 µM; actives 0.21% (n = 340,000); AID 504357; in the data active = inhibition above about 22%, passing the limit was not always enough;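 note: 0% = cells with DMSO and 100% = wells without cells with DMSO; values of inactives mirror those of a sister screen read the other way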
PfHsp90 yeast 2: inhibits growth of yeast expressing Plasmodium falciparum Hsp90; inhibition, % at 9.4 µM; S. cerevisiae expressing PfHsp90, BacTiter-Glo ATP, 48 h; yeast lacking PDR1 and PDR3 efflux regulators; actives 0.32% (n = 310,000); AID 504621;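 active = every replicate shows inhibition above about 80%, whatever the replicate mean, limit read from the data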;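 note: 0% = DMSO neutral controls and 100% = 20 µM radicicol positive controls; yeast relying on Plasmodium falciparum Hsp90 in place of its own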
HTR5A inv ag: inverse agonist of human HTR5A in OPRM1-OPRD1 counter-screen; HTR5A cell line, luminescence, inverse agonism; actives 0.083% (n = 340,000); inhibition, % at 9.3 µM; AID 504634; P47898; in the data active = inhibition mostly above about 23%, no sharp cut-off; inactive = mostly below about 18%;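 note: 0% = cells with DMSO and 100% = no-cell wells with DMSO; some compounds called inactive have numbers as strong as hits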
Target sequence (P47898 whole entry, looked up): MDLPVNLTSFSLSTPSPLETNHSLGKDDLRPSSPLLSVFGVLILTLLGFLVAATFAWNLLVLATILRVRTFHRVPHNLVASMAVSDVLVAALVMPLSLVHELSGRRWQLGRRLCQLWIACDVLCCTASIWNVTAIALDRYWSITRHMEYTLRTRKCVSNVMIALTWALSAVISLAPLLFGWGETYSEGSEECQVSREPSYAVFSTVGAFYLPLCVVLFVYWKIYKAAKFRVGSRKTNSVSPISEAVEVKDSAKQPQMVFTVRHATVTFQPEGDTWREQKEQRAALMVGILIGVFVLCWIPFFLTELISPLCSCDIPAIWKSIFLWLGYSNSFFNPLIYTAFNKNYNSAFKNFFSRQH
SUMO Mot1 rescue: inhibitors of SUMOylation pathway: yeast Mot1-301 growth rescue; S. cerevisiae Mot1-301 growth rescue, ATP luminescence, 38.5C; percent above DMSO median, 100 means doubled; growth rescue, % at 18.8 µM; actives 1% (n = 320,000); AID 2716;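 active = every valid replicate shows activation above 250% relative to neutral control wells; inactive = the rest, any valid replicate at or below 250%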;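 note: OY570 slx delta 5 strain wells were the positive control but not used for scaling; some compounds called inactive have numbers as strong as hits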
PKA-R1A activ: activators of PKA-R1A complex; P00514+P68181; PKA-R1A dissociation, Cy5-IP20 fluorescence polarization; scaled: DMSO 0%, 113 µM cGMP 100%; activation, % at 11.4 µM; actives 0.083% (n = 340,000);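 active = percent activation above the mean of all tested compounds plus 3 SD, cut at about 19% in these data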;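 note: higher means more PKAc released from R1A so a rise in polarization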
AddAB inh: less growth of phage-infected E. coli with AddAB; AID 435030; actives 0.29% (n = 330,000); inhibition, % at 11.9 µM; E. coli expressing H. pylori AddAB, absorbance growth; in the data active = inhibition above about 12%;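 note: 0% = vehicle wells of infected cells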
MOR-DOR ag: OPRM1-OPRD1 heterodimerization agonism. P35372+P41143. cells, luminescence. activation, % at 9.3 µM. actives 0.3% (n = 340,000). AID 504326; in the data active = activation above about 18%;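 note: 0% = vehicle-treated cells and 100% = reference agonist; values of inactives mirror those of a sister screen read the other way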
PKA-R2B act: activators of human PKA-R2B complex; PKA-R2B holoenzyme dissociation, Cy5-IP20 fluorescence polarization; R2B truncated from residue 108, S112A mutant; 0% DMSO only, 100% 113 µM cGMP; activation, % at 11.4 µM; P22694+P31323; actives 0.079% (n = 340,000);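 active = activation above a cutoff set at the mean over all compounds plus 3 SD, cut at about 18% in these data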;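 note: higher means more holoenzyme dissociation and a rise in polarization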
Target sequence (P31323 whole entry, looked up, other chains not shown, the tested form may be a part): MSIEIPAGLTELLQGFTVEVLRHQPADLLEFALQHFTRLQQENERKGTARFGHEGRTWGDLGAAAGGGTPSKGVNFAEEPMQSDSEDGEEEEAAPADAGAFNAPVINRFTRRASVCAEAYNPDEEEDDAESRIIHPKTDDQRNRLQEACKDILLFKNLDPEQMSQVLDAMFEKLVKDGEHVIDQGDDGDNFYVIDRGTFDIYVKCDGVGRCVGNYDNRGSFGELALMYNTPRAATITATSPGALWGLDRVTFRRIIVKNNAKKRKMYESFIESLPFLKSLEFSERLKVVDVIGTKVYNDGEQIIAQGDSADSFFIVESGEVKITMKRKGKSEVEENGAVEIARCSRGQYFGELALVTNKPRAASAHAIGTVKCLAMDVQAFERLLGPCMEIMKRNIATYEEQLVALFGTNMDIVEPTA
The depositor's hits bear a star; x = not tested or not shown. Not a hit list; about 2.2% have a hit in one of these screens.

mol	E coli growth	phage Ecoli inh	Tat transport	MOR-DOR inv ag	PfHsp90 yeast 2	HTR5A inv ag	SUMO Mot1 rescue	PKA-R1A activ	AddAB inh	MOR-DOR ag	PKA-R2B act
FC(F)(F)c1ccc(N2CCN(c3ncnc4c3nnn4Cc3ccccc3Cl)CC2)cc1	1.0	1.3	0	11	26	-16	-9	-4	2.4	-2.0	-3
NC(=O)c1cccn1Cc1cccc(Cl)c1	2.2	-0.5	-1	-1	-24	-31	x	14	1.7	0.1	2
CCc1ccc(N(C(=O)c2ccoc2C)C(C(=O)NC2CCCC2)c2ccc(OC)cc2)cc1 (stereo unspecified)	-1.6	-0.6	10	14	-7	14	5	-11	3.1	-2.5	-8
COc1ccc(CCNC(=O)COC(=O)/C=C/c2cc(OC)ccc2OC)cc1	-0.6	3.3	-1	0	-7	5	7	6	0.0	0.1	10
CC(C)Cc1nnc(NC(=O)CCC(=O)N2CCN(S(=O)(=O)c3ccccc3)CC2)s1	0.9	0.1	0	9	19	18	53	0	3.0	-2.0	-9
O=C(Cc1cccs1)Nc1nc(-c2ccc(F)cc2F)cs1	1.2	1.5	3	-45	-5	-49	-19	-21	1.7	8.0	-11
COc1ccc(C2C(C(C)=O)=C(O)C(=O)N2CCCn2ccnc2)cc1 (stereo unspecified)	-5.4	-1.2	-5	-9	28	-5	-8	-7	-0.5	1.5	-10
COc1ccc(C2(CCN=Cc3ccc(N(C)C)cc3)CCOC(C)(C)C2)cc1 (stereo unspecified)	-1.8	4.1	-9	13	-19	-2	-1	-9	-0.6	-2.5	3
CC1CCCC(NC(=O)COC(=O)Cc2cn3ccsc3n2)C1C (stereo unspecified)	x	3.5	-12	14	6	-15	x	4	x	-2.5	-3
Cc1ccc(NC(=O)CSc2nnc(-c3ccco3)n2N)cc1F	2.4	5.0	-14	24	-10	4	-4	-4	3.5	-4.8	-2
CC1CCc2[nH]c3ccc(C(=O)NCC4CCCO4)cc3c2C1 (stereo unspecified)	x	3.0	-2	-3	8	-32	x	-7	x	0.5	-4
O=C(c1nn(Cc2ccccc2)c(=O)c2ccccc12)N1CCN(c2ccccn2)CC1	-1.5	3.9	13	17	29	-14	4	-10	-1.5	-2.7	-1
COc1ccc(C(=O)Nc2nc(C)c(C(C)=O)s2)cc1S(=O)(=O)N1CCOCC1	-0.9	0.1	-3	9	3	-21	17	-1	-2.2	-2.4	7
CCCCOc1ccc(S(=O)(=O)N2CCN(c3ccc(N4CCN(CC)CC4)nn3)CC2)cc1	-0.5	2.6	-4	6	6	-25	x	-5	1.1	-0.9	-3
COc1ccc(S(=O)(=O)NCC2CCCN(Cc3cccnc3)C2)cc1 (stereo unspecified)	-0.2	4.6	3	14	32	18	44	-9	-0.9	-3.1	-4
Cc1cccc(-n2ncc3c2CCCC3NC(=O)CCN2Cc3ccccc3C2=O)c1C (stereo unspecified)	0.9	0.2	0	-6	16	-4	-8	-2	-0.2	1.2	-1
CCCN(CC(=O)Nc1ccccc1C)C(=O)C1CC(=O)N(c2ccccc2OCC)C1 (stereo unspecified)	x	0.5	3	6	-12	8	x	3	x	-1.2	-6
CCOC(=O)c1c(NC(=O)CN(CC)CC)sc2c1CCN(C(=O)OCC)C2	-2.4	0.3	7	-26	-1	-5	3	-11	-2.5	4.5	-10
COc1c(C)cc(C(=O)C2CCCN(C(=O)c3cccc(F)c3)C2)cc1C (stereo unspecified)	0.8	2.5	-4	7	26	15	-1	-6	-0.1	-1.5	-4
CCc1ccc(NCc2nc3ccccc3c(=O)[nH]2)cc1	-2.0	-0.5	-5	14	24	1	-3	-5	-0.7	-2.3	-9
N#Cc1nc(-c2ccccc2F)oc1NCc1ccccc1	0.1	4.8	8	-49	23	-53	235	-4	0.6	9.5	11
N#C/C(=N/O)c1nc(-c2ccc(F)cc2)cs1	1.3	3.7	5	1	17	-17	8	-5	0.8	-0.2	-17
COC(=O)c1cccc(N(C(=O)c2cnccn2)C(C(=O)NC2CCCCC2)c2cn(C)nc2C)c1 (stereo unspecified)	-2.7	2.0	2	-2	-18	-16	35	1	-0.8	0.4	-2
CCc1nnc(NC(=O)CCC(=O)N2CCN(Cc3ccc(Cl)cc3)CC2)s1	-1.3	2.1	5	0	9	-7	-2	-9	0.4	0.0	-5
O=[N+]([O-])c1cccc(-n2nnnc2CNCc2ccccc2)c1	1.5	1.7	5	9	-30	-6	202	-17	-0.5	-1.7	0
O=C(CN1C(=O)C2C3c4ccccc4C(c4ccccc43)C2C1=O)N1CCOCC1 (stereo unspecified)	1.4	0.8	-2	10	x	12	2	-2	1.5	-1.9	3
CC1CN(C(=O)c2ccccc2NS(=O)(=O)c2ccc(Cl)cc2)CC(C)O1 (stereo unspecified)	1.1	1.2	3	18	-7	-4	191	-11	1.9	-3.7	-8
Cc1ccccc1N=CC=C1OC(C)(C)C(C)(C)O1	0.7	2.5	0	-1	6	-17	-6	-2	1.2	0.2	10
CCOC(=O)N1CCN(C(=O)CCc2nc3sc4c(c3c(=O)[nH]2)CCCC4)CC1	0.6	0.9	-6	16	-3	4	-8	0	-0.6	-3.0	3
CC1(C)CC(NS(=O)(=O)OCC(Cl)(Cl)Cl)c2cc(C#N)ccc2O1 (stereo unspecified)	-0.2	3.9	13	-12	-1	-50	-6	-8	1.0	2.0	-3
Cc1cc(C(=O)NC2CCCCCC2)c2ccccc2n1	-0.6	0.8	4	10	-4	-12	-1	-5	-1.1	-2.0	-3
CC(=O)Nc1nc2ccc(C(=O)NC3CCCCC3)cc2s1	-0.9	1.2	1	13	20	0	10	6	4.3	-3.1	3
CC(=O)C1=C(O)C(=O)N(c2ccc(Br)cc2)C1c1ccc(Br)cc1 (stereo unspecified)	0.7	1.0	7	4	1	-24	-10	1	-1.0	-0.9	3
CN(Cc1cn(C)c2ccccc12)C(=S)Nc1cc(F)cc(F)c1	1.6	4.7	-1	-2	-14	4	-6	11	0.1	0.3	-5
CC(=O)NCCC(=O)NCC1(N(C)Cc2ccccc2)Cc2ccccc2C1	x	1.3	-3	12	28	-8	-6	1	x	-2.4	2
COc1ccccc1NC(=S)N1CCNC(=O)C1CC(=O)Nc1cccc(C)c1 (stereo unspecified)	-0.5	3.4	-1	0	12	0	4	-8	-1.4	0.1	-3
Cc1ccc(-c2cc(-c3ccccc3)nc(Cl)n2)cc1	0.6	-0.1	-2	-34	13	-9	-7	-2	-2.3	5.9	-3
Cc1cc(C)cc(OC2CCCCC2NS(=O)(=O)c2ccccc2)c1 (stereo unspecified)	-0.6	3.1	4	-52	-15	-4	5	-11	0.2	7.5	-19
O=C(c1cccc(F)c1)N1CCN(S(=O)(=O)c2ccc(C(F)(F)F)cc2)CC1	-0.7	2.0	-8	11	4	11	-5	3	0.0	-2.1	3
Cc1ccc(SC2=C(N(C)C)C(=O)c3ccccc3C2=O)cc1	x	-0.2	-2	24	1	2	x	-11	x	-5.5	4
COCCn1nnnc1C(c1cc2cc(OC)c(OC)cc2[nH]c1=O)N1CCN(c2ccc(O)cc2)CC1 (stereo unspecified)	-3.8	3.4	1	-3	23	-9	-9	-10	4.3	0.6	-8
O=C(c1ccc(Cn2cc(Cl)c([N+](=O)[O-])n2)cc1)N1CCN(Cc2ccccc2)CC1	0.7	3.5	5	9	-1	-36	-5	7	0.8	-1.9	-9
O=C1NC(=S)SC1=C1CCCC1	3.3	0.5	4	24	8	-20	-1	-7	1.8	-4.2	-3
CCC(=O)c1ccc(OCC(O)Cn2nc(C)cc2C)cc1 (stereo unspecified)	-0.1	-0.3	-7	17	12	-19	-13	-8	-0.5	-3.2	-6
CN1CCN(CCCNC(=O)Nc2ccc([N+](=O)[O-])cc2)CC1	-0.1	4.7	3	11	2	4	-2	-5	-1.7	-2.3	-2
COc1ccc(C2Nc3ccccc3C(=O)N2Cc2ccccc2)cc1COc1ccccn1 (stereo unspecified)	-1.9	1.2	3	2	18	-5	-7	-7	1.1	-0.3	4
COc1ccc(Cl)cc1-c1nc(-c2ccncc2)no1	-2.2	2.9	3	0	-5	-7	-2	4	1.5	0.1	-4
Cc1nc2nc(C)c(CCC(=O)NCCC3=CCCCC3)c(C)n2n1	-0.2	2.7	2	12	8	21	5	2	1.0	-2.4	-8
Cc1cc(=O)n(-c2ccc(O)cc2)[nH]1	93*	11	-3	14	9	-2	250	-13	98*	-2.5	3
COc1cccc(NC(=O)c2nn(C34CC5CC(CC(C5)C3)C4)cc2[N+](=O)[O-])c1	1.4	2.3	12	5	1	-6	384*	3	0.3	-1.1	-4
CC(NC(=O)COC(=O)c1nc(Cl)ccc1Cl)c1ccccc1 (stereo unspecified)	1.7	6.9	6	14	x	-7	-12	1	-0.4	-2.7	3
COc1ccc2ccccc2c1/C=N/NC(=O)c1cccc(C)c1	1.0	-0.5	7	4	-8	-11	7	1	3.7	-0.8	0
Cc1cc(Br)ccc1OCC(=O)NNC(=O)CCc1ccccc1	-1.8	0.7	-14	-6	-1	-17	12	-3	-1.0	1.1	-4
COc1cc2c(cc1OC)CN(CCC(C)c1ccc(Cl)cc1)CC2 (stereo unspecified)	0.2	-2.3	1	-11	2	-13	-10	-14	1.2	2.1	-4
CCOC(=O)N1CCC(N2Cc3cccc(C(=O)NCc4ccccc4OC)c3C2=O)CC1	-2.2	3.1	-1	1	4	-13	1	0	-0.4	-0.2	2
O=C1C=C(c2ccc3c(c2)OCO3)C[C@@H](c2ccc(F)cc2)C1	-2.7	1.8	4	-7	-13	-22	6	-4	-0.9	1.2	-4
O=C(NNC(=O)c1ccccc1O)c1ccc(Cl)cc1	-1.6	-0.1	-2	9	x	-24	10	-4	3.6	-1.7	0
CC(=O)Nc1nc(C)c(C(C)(C)C)s1	-1.0	3.2	-4	19	-3	-11	-18	-9	0.8	-3.6	-5
Cn1ncc([N+](=O)[O-])c1C(=O)Nc1ccc(Cl)cc1	0.5	-0.2	-12	9	-20	-3	-10	-2	-1.8	-1.8	-5
COC(=O)c1ccc(NC(=O)COc2ccc(S(=O)(=O)N3CCCCC3)cc2)cc1	-0.4	0.2	3	-5	11	-6	x	10	0.2	1.0	-5
CSCCCNC(=S)Nc1ccc(N2CCOCC2)cc1	-1.3	3.7	3	4	x	-2	2	11	2.6	-0.9	-6
CC(C)Cc1nnc(NC(=O)C2CC(=O)N(c3ccc4c(c3)OCCO4)C2)s1 (stereo unspecified)	-4.2	2.1	3	-1	-23	18	6	2	-3.2	0.2	-1
